Source: PubChem BioAssay (several laboratories)
Rv3671c protease = Rv3671c (M. tuberculosis) protease inhibition; inhibition, % at 5.96 µM; actives 0.048% (n = 320,000); in the data active means inhibition above about 38%;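 further: extracellular domain of Rv3671c used as enzyme; 0% = enzyme with DMSO and 100% = no enzyme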
Target sequence (P9WHR9 whole entry, looked up, the tested form may be a part): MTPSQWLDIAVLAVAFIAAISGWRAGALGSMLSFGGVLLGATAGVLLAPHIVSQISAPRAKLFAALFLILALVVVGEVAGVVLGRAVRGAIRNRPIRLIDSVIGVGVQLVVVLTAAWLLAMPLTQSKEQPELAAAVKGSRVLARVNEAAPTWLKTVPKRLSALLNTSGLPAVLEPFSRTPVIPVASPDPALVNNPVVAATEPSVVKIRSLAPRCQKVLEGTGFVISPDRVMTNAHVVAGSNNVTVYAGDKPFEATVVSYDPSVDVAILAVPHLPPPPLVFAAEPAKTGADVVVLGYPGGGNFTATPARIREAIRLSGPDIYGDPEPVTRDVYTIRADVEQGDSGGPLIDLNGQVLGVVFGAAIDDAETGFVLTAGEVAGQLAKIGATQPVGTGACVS
DUSP3 inh = blocks human VHR1 dual specificity phosphatase | P51452 | recombinant VHR phosphatase, pNPP absorbance | inhibition, % at 13.3 µM | actives 0.52% (n = 290,000); in the data active means inhibition above about 50%; further: some compounds called inactive have numbers as strong as hits
Target sequence (P51452 whole entry, looked up): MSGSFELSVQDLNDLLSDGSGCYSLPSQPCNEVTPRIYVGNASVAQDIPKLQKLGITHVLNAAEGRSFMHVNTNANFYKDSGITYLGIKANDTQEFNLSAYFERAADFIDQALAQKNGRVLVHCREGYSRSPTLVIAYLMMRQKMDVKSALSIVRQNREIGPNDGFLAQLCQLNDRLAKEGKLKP
MazF activator = MazEF (E. coli) toxin RNase activation. P0AE70. FAM/BHQ RNA-DNA oligo cleavage fluorescence, 5 h. activation, % at 20 µM. actives 0.32% (n = 350,000). AID 504720; in the data active means activation above about 50%
Target sequence (P0AE70 whole entry, looked up): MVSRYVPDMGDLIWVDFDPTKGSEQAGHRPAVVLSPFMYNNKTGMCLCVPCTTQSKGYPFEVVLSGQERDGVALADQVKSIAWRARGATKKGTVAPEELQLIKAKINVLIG
BoNT F protease = BoNT F light chain protease inhibition; Multiplex microsphere protease cleavage assay, flow cytometry; inhibition, % at 10 µM; actives 0.22% (n = 360,000); in the data active means inhibition above about 35%, passing the limit was not always enough; inconclusive means no clear call, values can overlap the other calls; further: plate controls were buffer without enzyme for full effect and enzyme alone for no effect
CCHFV vOTU inh = CCHFV vOTU protease inhibition; Pep-AMC fluorescence; inhibition, % at 11.5 µM; actives 0.55% (n = 370,000); AID 651958; further: 0% = vehicle wells with enzyme and 100% = no enzyme wells
Mtb FBA inh = inhibitors of M. tuberculosis fructose-bisphosphate aldolase; actives 2.3% (n = 360,000); AID 588726; inhibition, % at 1 µM; purified M. tuberculosis FBA, fluorescence read-out; in the data active means inhibition above about 27%;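 further: 0% = vehicle and 100% = reference inhibitor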
Target sequence (P9WQA3 whole entry, looked up): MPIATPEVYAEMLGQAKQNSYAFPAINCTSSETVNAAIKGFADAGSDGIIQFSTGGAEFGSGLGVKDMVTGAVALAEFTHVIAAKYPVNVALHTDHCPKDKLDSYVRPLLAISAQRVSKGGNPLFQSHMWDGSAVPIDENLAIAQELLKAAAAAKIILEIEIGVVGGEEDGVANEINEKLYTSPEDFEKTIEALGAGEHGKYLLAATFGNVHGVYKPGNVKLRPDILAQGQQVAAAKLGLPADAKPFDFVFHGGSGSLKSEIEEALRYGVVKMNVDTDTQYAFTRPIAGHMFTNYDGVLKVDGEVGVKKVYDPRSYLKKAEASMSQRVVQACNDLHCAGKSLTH
GDH-TPI counter = inhibits GDH-TPI coupling enzymes, artifact for Mtb FBA screen. GDH-TPI coupled enzyme counterscreen, NADH absorbance. inhibition, % at 4.8 µM. actives 1.2% (n = 360,000);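 further: 0% = DMSO wells and 100% = wells lacking the enzyme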
FadD28 FP inh = blocks FadD28 binding to the bisubstrate probe; fluorescence polarization; actives 0.22% (n = 360,000); inhibition, % at 12.5 µM; in the data active means inhibition above about 8.5%, passing the limit was not always enough; inconclusive means no clear call, values can overlap the other calls
UGM FP inh = Mtb UDP-galactopyranose mutase inhibition; purified UGM, fluorescence polarization probe displacement; inhibition, % at 10 µM; actives 0.06% (n = 320,000); in the data active means inhibition above about 10%, passing the limit was not always enough; inconclusive means no clear call, values can overlap the other calls
BioA inh = blocks M. tuberculosis BioA enzyme activity | purified M. tuberculosis BioA enzyme, plate reader | actives 0.096% (n = 360,000) | inhibition, % at 9.99 µM; in the data active means inhibition above about 40%; inconclusive means no clear call, values can overlap the other calls
* marks the source's active call; other numbers are inactive results; ? = inconclusive; . = not tested or not shown; & = joins results of further samples. Unless noted, no stated cut-off is given here; in the data, active means inhibition above about 30%; inactive means the rest.

Sequence of screens – Rv3671c protease | DUSP3 inh | MazF activator | BoNT F protease | CCHFV vOTU inh | Mtb FBA inh | GDH-TPI counter | FadD28 FP inh | UGM FP inh | BioA inh
(1) CCOC(=O)CNC(=O)CSc1nnc(SCC(=O)NCC(=O)OCC)s1
 : -1 | -13 | 8 | -2 | 6 | 2 | 1 | 0.2 | 0.9 | -0.8
(2) COc1ccccc1NC(=O)NC1(C(=O)N2CCC(C)CC2)CCCCC1
 : 6 | 39 | 6 | -2 | -3 | -1 | 6 | -1.7 | 0.3 | -0.3
(3) CCOC(=O)C1CCCN(Cc2cc(Br)c(OC)cc2OC)C1 (centres undefined)
 : 6 | 13 | 0 | 0 | -13 | 6 | 10 | -1.6 | -2.2 | 0.0
(4) Cc1ccc(C(=O)N2CCN(c3ncccn3)CC2)cc1NC1=NC2CS(=O)(=O)CC2S1 (centres undefined)
 : 8 | 17 | 19 | -4 | 9 | 0 | -9 | -3.2 | -0.8 | -0.2
(5) COCCCNC(=O)c1cc2c(-c3ccc(Cl)cc3)nn(C)c2s1
 : -28 | -14 | 9 | -2 | -14 | 74* | 20 | -9.9 | 2.0 | -0.9
(6) Cc1cc(S(=O)(=O)N2CCN(C(=O)CCC(=O)N3CCOCC3)CC2)ccc1Br
 : 9 | 23 | 6 | -1 | 2 | 0 | 6 | -1.5 | 4.5 | -2.7
(7) Cc1ccc(NC(=O)C2CCN(S(=O)(=O)c3ccc4c(c3)CC(C)N4C(=O)C3CCC3)CC2)nc1 (centres undefined)
 : -3 | 7 | 4 | 7 | 20 | 3 | 2 | -3.4 | -1.0 | -1.0
(8) Cc1oc(-c2ccccc2Cl)nc1CS(=O)CC(=O)NCc1ccc(Cl)cc1 (centres undefined)
 : -3 | 30 | 1 | 0 | 14 | -1 | -2 | -3.2 | -0.5 | -1.0
(9) CCc1nnc(NC(=O)Cc2ccc(Br)cc2)s1
 : -10 | -3 | 7 | -5 | 1 | 3 | 7 | -1.0 | 1.9 | .
(10) C=C1C(=O)O[C@@H]2C[C@@H](C)[C@@H]3C=CC(=O)[C@@]3(C)[C@@H](OC(C)=O)[C@H]12
 : 17 | 7 | 11 | . | 8 | . | . | . | 1.0 | .
(11) CC(=NCCN1CCCCC1)c1c(O)[nH]c(=O)[nH]c1=O
 : 16 | 24 | -7 | -1 | 0 | 1 | 20 | 0.3 | -1.4 | -1.8
(12) Cc1ccc(C)c(OCCN2C(=O)NC3(CCc4ccccc4C3)C2=O)c1 (centres undefined)
 : -4 | -3 | -5 | -2 | 3 | 4 | 7 | 0.6 | -0.4 | .
(13) COc1ccc(-c2[nH]nc(-c3ccccc3)c2-c2nc3ccccc3[nH]2)cc1
 : 14 | 35 | 2 | -14 | 1 | 10 | 3 | -3.5 | -1.5 | .
(14) N#Cc1c(-c2ccccc2)cc2nc3ccccc3n2c1N
 : -40 | 12 | -1 | -1 | -61 | 147* | 23 | -0.2 | 1.5 | .
(15) CC(=NNC(=O)c1ccncc1)c1ccccc1Cl
 : . | . | 14 | -4 | 16 | -3 | -6 | -2.0 | . | -1.5
(16) Cc1ccc(NC(=O)COC(=O)Cc2c[nH]c3ccccc23)cc1
 : . | . | -3 | 0 | 1 | 1 | 19 | 0.2 | . | -0.6
(17) COCCNC(=O)C1CCCN(C(=O)c2cc(-c3cccs3)oc2C)CC1 (centres undefined)
 : . | . | . | -6 | 0 | -1 | 1 | -1.2 | . | -0.1
(18) COc1ccccc1NC(=O)Nc1ccc2c(c1)nc(C)n2C
 : 2 | 9 | 6 | -2 | -11 | -3 | 4 | 0.3 | -0.5 | .
(19) COc1ccc(NC(=O)N(C)C[C@H]2Oc3ccc(NS(=O)(=O)c4cccs4)cc3C(=O)N([C@H](C)CO)C[C@@H]2C)cc1
 : -2 | . | -2 | 5 | 3 | 0 | 1 | -0.3 | 0.8 | -0.7&0.6
(20) CCOC(=O)C(NC(=O)c1cccc(Cl)c1)(Nc1sc2c(c1C(N)=O)CCC2)C(F)(F)F (centres undefined)
 : -16 | 21 | 3 | -2 | 4 | 0 | -1 | -3.3 | -0.2 | .

4 entries picked at random from those above, as already listed:
Sequence of screens – Rv3671c protease | DUSP3 inh | MazF activator | BoNT F protease | CCHFV vOTU inh | Mtb FBA inh | GDH-TPI counter | FadD28 FP inh | UGM FP inh | BioA inh
(9) CCc1nnc(NC(=O)Cc2ccc(Br)cc2)s1
 : -10 | -3 | 7 | -5 | 1 | 3 | 7 | -1.0 | 1.9 | .
(12) Cc1ccc(C)c(OCCN2C(=O)NC3(CCc4ccccc4C3)C2=O)c1 (centres undefined)
 : -4 | -3 | -5 | -2 | 3 | 4 | 7 | 0.6 | -0.4 | .
(19) COc1ccc(NC(=O)N(C)C[C@H]2Oc3ccc(NS(=O)(=O)c4cccs4)cc3C(=O)N([C@H](C)CO)C[C@@H]2C)cc1
 : -2 | . | -2 | 5 | 3 | 0 | 1 | -0.3 | 0.8 | -0.7&0.6
(15) CC(=NNC(=O)c1ccncc1)c1ccccc1Cl
 : . | . | 14 | -4 | 16 | -3 | -6 | -2.0 | . | -1.5

The list goes on:
Sequence of screens – Rv3671c protease | DUSP3 inh | MazF activator | BoNT F protease | CCHFV vOTU inh | Mtb FBA inh | GDH-TPI counter | FadD28 FP inh | UGM FP inh | BioA inh
(21) Cc1ccc(C(=O)NCC(=O)NCC(=O)OCC(=O)c2ccc(F)cc2)cc1
 : 6 | -20 | 1 | -1 | 8 | -1 | 2 | 0.7 | . | .
(22) Cc1ccc(-c2nc3ncccc3o2)cc1NC(=S)NC(=O)c1ccco1
 : -13 | 14 | -32 | -6 | -3 | 2 | 0 | -2.6 | -0.9 | .
(23) CCOc1ccc(C(C(=O)NC2CCCCC2)N(C(=O)c2ccco2)c2ccc(-n3cnnn3)c(C)c2)cc1 (centres undefined)
 : -6 | 4 | 0 | -3 | 8 | 1 | -5 | -3.4 | -1.0 | -1.8
(24) O=C(Nc1ccc2c(c1)OCO2)N1CCN(c2ncccn2)CC1
 : 1 | -15 | 5 | 2 | -12 | -1 | 5 | -1.2 | 1.5 | .
(25) Cc1ccc(C(=O)CC(C(=O)O)P(=O)(c2ccccc2)c2ccccc2)cc1 (centres undefined)
 : 5 | 24 | 3 | -2 | -2 | 0 | -6 | -3.3 | -0.7 | 0.6
(26) CCN(CC)c1ccc(NC(=O)/C=C/c2cc(Br)ccc2OC)cc1
 : 5 | 10 | 2 | 6 | -1 | -5 | 14 | -0.6 | 0.9 | .
(27) C#CCOC(=O)CCCC(=O)Nc1ccccc1OC
 : 6 | 1 | 8 | -6 | -10 | 2 | -1 | -1.1 | -0.6 | 0.2
(28) CCOc1ccc(S(=O)(=O)N2CCCCC2)cc1NC(=O)CC1OC(=O)c2ccccc21 (centres undefined)
 : 6 | . | -2 | 0 | -2 | -1 | 16 | -1.1 | 5.3 | -0.1
(29) Cc1cc(NC(=O)CN(C)CCOc2ccccc2)ccc1Br
 : 3 | 33 | 2 | 2 | 23 | -4 | -10 | -2.6 | 0.5 | .
(30) Cc1cccc(C)c1NC(=O)CN(C)CCc1ccccc1
 : . | . | . | 1 | 9 | 1 | . | 0.9 | . | -2.7
(31) N#CC1=C(N)N(c2ncn[nH]2)C2=C(C(=O)CCC2)C1c1ccccc1 (centres undefined)
 : 3 | 16 | -12 | 3 | -5 | 2 | 4 | -4.0 | -1.4 | .
(32) Cc1cc(C(=O)Nc2ccccc2N2CCOCC2)c(C)o1
 : 3 | 10 | 4 | ? | 1 | -1 | 3 | -2.5 | -0.2 | 1.0
(33) Cc1ccc(NC(=O)CCOc2ccccc2C)cc1C
 : 4 | 12 | -2 | -23 | 8 | 1 | -11 | -3.8 | -0.2 | -0.4
(34) OCc1nnc2c3ccccc3c(-c3ccccc3)nn12
 : 8 | 10 | 3 | 6 | 1 | 5 | 11 | -1.0 | -2.3 | 2.1
(35) O=C(CN1CCCCC1)N/N=C/c1ccccc1Br
 : 1 | 14 | 14 | 30 | -6 | -1 | -5 | 0.3 | 1.8 | -0.1
(36) CC(=O)Nc1ccc(C(=O)/C=C/c2ccc[nH]2)cc1
 : 0 | 5 | 3 | ? | 1 | -2 | 4 | -0.3 | 1.4 | .
(37) O=C(Nc1cccc(C(=O)O)c1)/C(=C\c1ccc2c(c1)OCO2)NC(=O)c1ccc(Br)o1
 : 8 | 44 | 1 | -4 | 5 | 0 | 21 | 0.1 | 3.5 | .
(38) O=C(NCC(c1ccco1)N1CCCC1)c1cc2ccccc2s1 (centres undefined)
 : 7 | . | -5 | 29 | 2 | 0 | 1 | -1.1 | 0.1 | -1.8
(39) Nc1ncc(Br)cc1S(=O)(=O)NCCC(=O)NCc1ccc(F)cc1
 : -6 | 73 | -4 | 0 | -3 | 4 | 11 | -3.3 | 3.4 | 0.5
(40) Nc1[nH]n2c(=O)c3c(nc2c1N=Nc1ccc(Cl)cc1)CCCC3
 : 0 | 19 | 7 | -10 | 11 | -17 | 1 | -3.6 | 0.7 | .
(41) CC1(C)OC(=O)C2=C(C[C@@H](C3CCCCC3)O[C@H]2c2ccc(Cl)cc2)O1
 : . | . | . | 2 | 0 | 1 | . | -1.4 | . | -1.1
(42) O=C(NC1CCCCC1)C1CC(=O)N(c2cccc([N+](=O)[O-])c2)C1 (centres undefined)
 : 1 | 20 | 6 | -2 | -5 | 1 | 6 | -3.3 | 3.7 | 0.2
(43) O=Cc1ccccc1OCCN1CCCC1=O
 : -2 | 6 | -8 | 10 | -5 | 2 | 5 | 2.7 | -2.5 | 6.1
(44) COc1ccc(CC(=O)NCC(=O)N/N=C/c2sccc2C)cc1
 : 2 | 43 | 2 | 0 | 0 | 0 | -2 | -0.4 | -2.0 | -1.3
(45) Cc1ccc2c(c1)/C(=C/c1ccccc1)C(=O)N2
 : 2 | -9 | -2 | -4 | -8 | -2 | 18 | -0.2 | 0.5 | -1.3
(46) CC(C)CN(C(=O)CSc1n[nH]c(-c2cccs2)n1)C1CCS(=O)(=O)C1 (centres undefined)
 : -6 | . | 1 | . | -3 | 10 | -1 | -0.8 | -1.3 | -1.0
(47) CC(=O)N1CC2(CC(c3ccccc3F)=NO2)CN1c1ccc(Cl)cc1 (centres undefined)
 : . | . | 2 | -8 | 5 | -2 | -7 | -2.8 | . | .
(48) COC(=O)c1cn(NC(=O)c2cc([N+](=O)[O-])ccc2F)c(=O)c2ccccc12
 : 3 | 13 | 4 | 1 | -1 | 4 | 5 | -3.3 | 1.0 | .
(49) CN(C)c1ccc(C(=O)OCC(=O)NCC2CCCO2)cc1 (centres undefined)
 : 2 | 19 | 1 | -8 | 9 | -1 | 7 | -2.1 | -2.5 | -2.6
(50) COc1ccc(C(CCN2CCCC(C)C2)c2c(OC)cc(OC)c3c(-c4ccccc4)cc(=O)oc23)cc1 (centres undefined)
 : -13 | 10 | -13 | -9 | -8 | 0 | 9 | -4.8 | 0.9 | -1.6
(51) COc1ccc(NC(=S)NCCc2ccc(S(N)(=O)=O)cc2)c(OC)c1
 : 4 | 6 | 4 | 13 | 0 | 2 | -2 | -0.7 | -0.2 | .
(52) O=C(CSc1nnc(-c2ccc([N+](=O)[O-])cc2)o1)Nc1ccccn1
 : -13 | 31 | 5 | -2 | 15 | 3 | 6 | 0.9 | 0.8 | .
(53) O=C(N/C(=C/c1ccco1)C(=O)N1CCOCC1)c1ccc([N+](=O)[O-])cc1
 : . | 13 | -4 | -10 | 0 | -2 | 11 | -2.9 | . | -0.4
(54) Cn1c(CNC(=O)c2ccc3c(c2)OCO3)nnc1SCC(=O)Nc1ccccc1Cl
 : -5 | 31 | 9 | -2 | 5 | 0 | -11 | -4.5 | -1.4 | 0.0
(55) CCOc1ccc(NS(=O)(=O)c2ccc(C(=O)NC3CCC(O)CC3)cc2)cc1 (centres undefined)
 : -18 | . | 1 | 9 | -7 | 6 | 6 | 0.5 | 3.2 | -1.2
(56) CC(C)OC(=O)CCC(=O)Nc1nc2ccccc2s1
 : 0 | 52* | 2 | -4 | -3 | -1 | 1 | 0.1 | 1.7 | -0.6
(57) Cc1cccc(C(=O)Nc2ccc3c(c2)nc(C)n3C)c1
 : -12 | 23 | -3 | 9 | -9 | 1 | 0 | -2.0 | -0.2 | 1.2
(58) CC(C)(C)c1nnc(NS(=O)(=O)c2ccc([N+](=O)[O-])cc2)s1
 : . | 11 | -1 | -23 | 12 | -2 | -6 | -4.1 | -0.5 | -1.2
(59) NC(=O)COC(=O)CC1CC2CCC1C2 (centres undefined)
 : -9 | 9 | 2 | 1 | 0 | 1 | -3 | 0.9 | 1.7 | .
